EPAC1 ag = EPAC1 (human) agonism. O95398. EPAC1 agonist qHTS, biochemical assay; response scale: 100% = response to 6.5 mM cAMP. Potency, µM (series often up to 154 µM), for the others: at the top dose activation, usual class: activators. actives 0.073% (n = 360,000). AID 720707; further: potency means the concentration at half of the fitted maximal effect; nearly all actives have a fitted effect of over 60% in size
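EPAC1 100 nM, Rap1B–BODIPY-GDP 250 nM, unlabeled GDP 50 uM; compound titration; 5 min RT; kinetic read ex480/em540 at 5-min intervals ×30 min; data normalized to 6.5 mM cAMP agonist control.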
IL-2 act = activators of IL-2 | IL-2 activation reporter assay, cell-based qHTS; stimulated with anti-CD3/CD4/CD28 beads; in transgenic mouse T cells | actives 0.065% (n = 360,000) | AID 652025 | activation, % (series mostly up to about 46 µM); in the data active means activation above about 50%; inconclusive means mostly about 30% to 49%; further: 0% is about no effect
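EGFP and DsRed fluorescence is measured by plate cytometry in unstimulated transgenic mouse T cells exposed to compound for 60 minutes, then stimulated 18 hours at 37 degrees C with anti-CD3/anti-CD4 beads plus anti-CD28.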
WRN inhibitor = WRN helicase (human) inhibition. Q14191. actives 0.46% (n = 360,000). WRN helicase unwinding, fluorescent forked duplex, kinetic. Potency, µM (top dose mostly 114 µM), without a hit: at the highest dose activity change, negative = inhibition, hits mostly inhibitors; further: potency means the concentration at half of the fitted maximal effect; on the % scale 0 is the no-effect control and ±100 the full control effect; nearly all actives have a fitted effect of over 55% in size
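Kinetic red-fluorescence monitoring (525/598 nm) tracks WRN helicase activity after 100 nM fluorophore-quencher forked duplex and 2 mM ATP are added to 20 nM enzyme pretreated 15 min at room temperature with compound.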
PI5P4Ka inh = inhibitors of human PI5P4K alpha. max response, %. AID 652105. actives 1.2% (n = 330,000). PI5P4Kalpha enzyme, ADP-Glo luminescence, 60 min; hits give low values. P48426; active means max response of -50% or lower; inconclusive means between -30% and -50%; inactive means -30% or higher; further: value at the top dose of about 77 µM; on the % scale 0 is the no-effect control and ±100 the full control effect
Target sequence (P48426 whole entry, looked up): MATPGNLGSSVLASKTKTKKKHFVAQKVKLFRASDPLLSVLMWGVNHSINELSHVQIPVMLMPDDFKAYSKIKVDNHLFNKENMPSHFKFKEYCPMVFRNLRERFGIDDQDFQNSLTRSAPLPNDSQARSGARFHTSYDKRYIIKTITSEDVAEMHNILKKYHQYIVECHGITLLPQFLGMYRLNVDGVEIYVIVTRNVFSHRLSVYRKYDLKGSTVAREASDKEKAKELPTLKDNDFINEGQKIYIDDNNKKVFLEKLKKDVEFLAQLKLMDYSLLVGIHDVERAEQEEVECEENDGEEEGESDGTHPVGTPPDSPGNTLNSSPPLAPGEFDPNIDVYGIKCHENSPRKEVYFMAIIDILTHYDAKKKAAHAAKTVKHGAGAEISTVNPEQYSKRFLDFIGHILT
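PI5P4Kalpha ADP-Glo assay; 5 microM ATP final; 60 min RT reaction; HEPES pH 7.4/EGTA/CHAPS, 5% DMSO; controls lacking substrate or enzyme; luminescent end-point.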
Abeta rescue = restores growth of yeast expressing A-beta42 peptide; yeast expressing A-beta42, growth rescue, OD600, 48 h; response scale: 0% DMSO, 100% iron-clioquinol control; Potency, µM (series often up to 46.1 µM), for inactives: at the top dose growth rescue, actives largely listed as activators; actives 0.063% (n = 410,000); AID 1347071; further: potency means the concentration at half of the fitted maximal effect; nearly all actives have a fitted effect of over 55% in size
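Yeast growth medium received pinned compounds, then yeast cells expressing toxic A-beta were added; plates incubated at 30 C for 48 hr. Growth read as absorbance at 600 nm, normalized to DMSO and equimolar FeCl3 plus clioquinol controls.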
FUS yeast rescue = suppressors of FUS proteinopathy in yeast | S. cerevisiae FUS-expressing, growth rescue, OD600, 24 h | Potency, µM (top dose mostly 76.6 µM), inactives show top-dose growth rescue (activation), hits mostly activators | actives 0.24% (n = 390,000) | AID 1347120;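 further: potency means the concentration at half of the fitted maximal effect; plate controls were DMSO vehicle for no effect and reference control for full effect; nearly all actives have a fitted effect of over 55% in size; some results filed as inactive show a strong effect at the top dose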
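Yeast FUS proteinopathy model; galactose-induced FUS (2%), starting OD 0.005. Cpds in dilution series, 24hr, 30C, 99% humidity. Abs 600 nm growth. Pos ctrl CP55940 (top 92uM final); neg ctrl DMSO.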
PLK1 PBD block = PLK1 (human) polo-box domain binding inhibition; P53350; Plk1 PBD binding of FITC phosphopeptide, fluorescence polarization; Potency, µM, inactives show max response, negative = inhibition, actives largely listed as inhibitors; actives 2.8% (n = 360,000); AID 720504; further: potency means the concentration at half of the fitted maximal effect; series mostly up to about 57 µM; on the % scale 0 is the no-effect control and ±100 the full control effect; nearly all actives have a fitted effect of over 65% in size
Target sequence (P53350 whole entry, looked up, the tested form may be a part): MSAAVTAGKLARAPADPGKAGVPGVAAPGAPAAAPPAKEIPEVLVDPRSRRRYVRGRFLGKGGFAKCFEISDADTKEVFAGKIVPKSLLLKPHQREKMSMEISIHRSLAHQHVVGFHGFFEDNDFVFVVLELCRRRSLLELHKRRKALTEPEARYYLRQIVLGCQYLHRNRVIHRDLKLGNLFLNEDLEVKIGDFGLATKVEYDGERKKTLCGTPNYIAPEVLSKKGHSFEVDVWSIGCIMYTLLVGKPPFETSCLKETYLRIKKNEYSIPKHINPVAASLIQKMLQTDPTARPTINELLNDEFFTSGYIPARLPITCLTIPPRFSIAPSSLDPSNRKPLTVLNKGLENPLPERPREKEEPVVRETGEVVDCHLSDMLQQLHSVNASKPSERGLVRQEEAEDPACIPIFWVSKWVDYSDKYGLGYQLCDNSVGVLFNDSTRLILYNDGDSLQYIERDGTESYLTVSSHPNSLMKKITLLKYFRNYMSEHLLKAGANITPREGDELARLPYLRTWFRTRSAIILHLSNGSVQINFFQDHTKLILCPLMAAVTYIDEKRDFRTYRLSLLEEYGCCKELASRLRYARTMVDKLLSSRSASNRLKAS
EPAC1 antagonist = antagonists of human EPAC1; AID 720709; actives 0.14% (n = 360,000); O95398; Potency, µM (doses to about 115 µM), for inactives: top-dose activity change, negative = inhibition, hits mostly inhibitors; EPAC1 GEF assay, Rap1b-BODIPY-GDP exchange fluorescence;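 further: potency means the concentration at half of the fitted maximal effect; plate controls were vehicle for no effect and positive control for full effect; nearly all actives have a fitted effect of over 50% in size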
Numbers without * were called inactive; ? = inconclusive; . = not tested or not shown; & = joins results of further samples; [ ] = remark or other dose. Unless noted, the call rests on the fitted dose curve; in most records, active means well fitted curve in the direction sought with a large enough effect; inconclusive means small, poorly fitted or top-dose-only effect, or another doubt; inactive means no such curve, though single readings can be large; an effect the other way counts as inactive or inconclusive.

SMILES	EPAC1 ag	IL-2 act	WRN inhibitor	PI5P4Ka inh	Abeta rescue	FUS yeast rescue	PLK1 PBD block	EPAC1 antagonist
Cc1cc(C(=O)OCC(=O)Nc2cccc(S(N)(=O)=O)c2)c(C)o1	9%	0.7	-26%	1	-6%	7%	-8%	-7%
CC1CC(C)CN(CCCNC(=O)c2ccc3c(c2)ncn3C2CCCC2)C1 (stereo unspecified)	-6%	3.0	-2%	5	16%	12%	8%	7%
COc1ccc(-c2c(C)cc3oc(=O)cc(-c4ccccc4)c3c2C)cc1C=O	8%	-0.5	-7%	-6	-16%	39%	-13%	-7%
Cc1[nH]c2ccccc2c1C(=O)COC(=O)c1c(-c2ccccc2Cl)noc1C	11%	7.3	-29%[57.1 µM]	19	6%	32%	2%	?
CC(C)(C)c1ccc(NC(=O)NC2CCCc3ccccc32)cc1 (stereo unspecified)	2%	-0.4	-5%	2	3%	0%	0%	-9%
C[C@@H]1CN([C@@H](C)CO)C(=O)c2cc(Br)cnc2O[C@@H]1CN(C)C(=O)CN(C)C	-16%	0.6	4%	-1	-6%	14%	-9%	-2%
CN(C)C(=S)SCC(=O)NC(=O)NC(C)(C)C	-2%	0.3	-5%	2	20%	10%	-13%	-22%
CC(=O)Nc1ccc(NC(=O)C(C)OC(=O)CCc2nc3ccccc3s2)cc1 (stereo unspecified)	5%	-2.2	-26%	3	-9%	-6%	-2%	-5%
Cc1nn(C(C)C(=O)NCCc2ccco2)c(=O)c2nn(-c3ccccc3)c(C)c12 (stereo unspecified)	2%	-1.6	-4%	-1	2%	1%	?	-6%
CO[C@@H]1CN(C)C(=O)c2cc(NC(=O)Nc3cc(F)ccc3F)ccc2OC[C@H](C)N(C(=O)c2cnccn2)C[C@@H]1C	-7%	0.4	4%	5	-6%	?	-3%	20%
Cc1cccc(OCc2nnc(SCC(=O)NC3CCCC3)n2C)c1	-8%	0.8	8%	-3	-11%	13%	-6%	10%
CCc1ccc2oc(C(=O)Nc3nonc3C)c(C)c2c1	-14%	-0.4	-6%	-11	3%	-17%	1%	-8%
C=CCOc1cccc(C2C(C(=O)c3ccc(C)o3)=C(O)C(=O)N2Cc2ccncc2)c1 (stereo unspecified)	-2%	0.1	1%	0	0%	4%	?	-7%
COc1ccc(OC)c(N2C(=O)CC(NNC(=O)c3ccc4c(c3)OCO4)C2=O)c1 (stereo unspecified)	1%	-0.1	6%	-7	7%	21%	-8%	22%
O=C(COC(=O)c1n[nH]c(=O)c2ccccc12)Nc1cccc(S(=O)(=O)N2CCOCC2)c1	-3%	1.6	-6%	-12	-9%	40µM*	-3%	-28%
C(=NN=C(NN=Cc1cccs1)NN=Cc1cccs1)c1cccs1	21%	0.5	-4%	1	?	23%	6%	-1%
O=C(Nc1nnc(CCc2ccccc2)s1)C1CCCO1 (stereo unspecified)	0%	-2.5	-3%	1	6%	35%	-5%	-11%
Cc1ccc(Cl)cc1N1CCN(Cc2nc3c(c(=O)[nH]c(=O)n3C)n2CCc2ccccc2)CC1	0%	-0.1	-3%	0	-8%	-6%	7%	3%
Cc1cc(C(=O)NNC(=O)c2ccc(Cl)c(S(N)(=O)=O)c2)c(C)o1	8%	0.6	-4%	0	11%	8%	-4%	-2%
C/C(=N\NC(=O)c1ccc(Cl)cc1)c1ccccn1	8%	-2.1	-10%[57.1 µM]	5	?	22%	-8%	-10%
COc1cc(NC2c3ccccc3C(=O)N2Cc2ccc3c(c2)OCO3)cc(OC)c1OC (stereo unspecified)	-5%	-1.4	-4%	-5	-11%	-1%	-8%	2%
COc1cc([N+](=O)[O-])c2nc(C=NNC(N)=S)ccc2c1	2%	0.8	2%	?	-2%	.	-9%	3%
O=[N+]([O-])c1ccc(SCCc2ccncc2)cc1	-7%&1%	-0.5&-3.0	?	?	12%&-3%	13%&-14%	19µM*	-22%&-9%
C/C(=N/NC(=O)CNC(=O)c1cccnc1)c1ccco1	5%	3.6	-5%	-1	6%	14%	-4%	6%
COCCCn1c(=S)[nH]c2c(sc3ccccc32)c1=O	13%	-0.3	-4%	-9	8%	-2%	-19%	-6%
New compounds follow
SMILES	EPAC1 ag	IL-2 act	WRN inhibitor	PI5P4Ka inh	Abeta rescue	FUS yeast rescue	PLK1 PBD block	EPAC1 antagonist
COc1ccc(C2=NN(CCC(=O)NCc3cccs3)C(=O)CC2)cc1	6%	-2.7	2%	2	4%	6%	1%	0%
Cn1cnc([N+](=O)[O-])c1Oc1cccc(O)c1	5%	-0.2	15%	-1	-29%	.	-8%	-5%
O=C(NCCNC(=O)c1ccccc1[N+](=O)[O-])c1ccccc1[N+](=O)[O-]	-2%	-1.8	-5%	4	-4%	26%	-1%	-16%
Cc1ccc(Oc2ncccc2C(=O)NCC(=O)O)cc1	7%	1.8	-33%	-26	4%	4%	-11%	1%
CCc1ccc2c(c1)cc(CN(C(=S)Nc1ccc(Cl)cc1)C1CC1)c1nnnn12	0%	-0.4	11%	.	-4%	9%	-5%	6%
Cc1cc(C)c(NC(=O)CNC(=O)c2ccc3ncsc3c2)c(C)c1	-10%	0.6	3%	-10	-7%	12%	-11%	1%
Cc1cc(OC(C)C(=O)N2CCN(c3ccc(F)cc3)CC2)c2c(C)cc(=O)oc2c1 (stereo unspecified)	1%	-3.5	-3%	8	11%	10%	1%	-4%
O=C(C[C@H]1C(=O)N(c2ccccc2)C[C@@H]1Cc1ccccc1)Nc1ccccc1	-1%	-0.2	0%	-2	-12%	-11%	-1%	9%
CC(C)(C)c1nc(SCC(=O)NCc2cccs2)c2ccccc2n1	8%	1.8	0%	9	3%	-37%	1%	1%
COc1ccc(S(=O)(=O)N(C)CC(=O)NCc2cccnc2)cc1OC	8%	-1.4	-6%	.	-9%	13%	-14%	-5%
O=C(c1cc2ccccc2cc1O)N1CCN(c2cccc(Cl)c2)CC1	-16%	0.0	-7%	5	?	18%	-12%	-15%
Cc1c(O)ccc2c(CC(=O)N[C@@H](Cc3ccccc3)C(=O)O)cc(=O)oc12	-10%	0.2	-1%	-7	-2%	-13%	-10%	7%
CC1(C)CC(=O)C=C(NCCN2CCN(C(=O)Nc3ccc(Cl)c(Cl)c3)CC2)C1	3%	-0.6	6%	10	-3%	-12%	-2%	5%
O=C(c1ccc2c(c1)OCO2)C1CCCN(Cc2ccccc2OC(F)F)C1 (stereo unspecified)	-5%	-3.8	0%	-6	-5%	16%	-4%	7%
O=C1NC[C@H](CCCCN2C[C@H](Cc3ccccc3)N(CC3CCCCC3)C(=O)C2=O)N(CCc2ccc(O)cc2)C1=O	2%	-0.1	0%	-1	-6%	36%	-1%	-2%
COc1ccc(NS(=O)(=O)c2ccc(NS(=O)(=O)c3ccc(C)cc3)cc2)nn1	-1%	0.8	-8%	0	-15%	32%	-1%	-2%
Cc1onc(-c2c(Cl)cccc2Cl)c1C(=O)c1ccc(F)cc1	18%	0.3	-10%	4	15%	6%	2%	-5%
O=C(NCC1CCN(Cc2cccc(Cl)c2)CC1)C1CCCN(c2ncnc3c2nc2n3CCCCC2)C1 (stereo unspecified)	-4%	-3.5	0%	-3	8%	12%	-11%	-1%
Nc1cccc(C(=O)OCC(=O)NC2CCCc3ccccc32)c1 (stereo unspecified)	5%	0.7	-5%	0	23%	-15%	7%	-8%
COc1cc(/C=C/C(=O)OC(C)C(=O)Nc2ccc(Cl)cn2)ccc1OC(F)F (stereo unspecified)	2%	0.0	-8%	6	40%	11%	4%	-8%
O=C(COc1ccc(F)cc1)Nc1nc2c(s1)CCCC2	8%	-0.2	-10%	8	22%	5%	-13%	-13%
CN(Cc1ccccc1)Cc1c(O)ccc2ccccc12	3%	-0.5	-4%	0	-9%	18%	?	-9%
Cc1cc([N+](=O)[O-])nn1CCCC(=O)NCc1ccc(F)cc1	5%	-0.1	2%	0	-13%	3%	-7%	-25%
CCN=C1Cn2c(nc3scc(-c4ccccc4)c3c2=O)CN1CC	-6%	-2.4	-1%	0	10%	?	-5%	-5%
Cc1ccc(N(CC(=O)O)S(C)(=O)=O)cc1	-2%	0.2	14%	0	-8%	-11%	-16%	2%
CC(C)(C)C(=O)/C=C(\N)c1ccncc1	-15%	0.1	-12%	1	21%[9.22 µM]	-33%	-6%	2%
COc1cc(OC)c(OC)cc1/C=N/NC(=O)C[n+]1ccccc1	7%	-1.0	1%	10	9%	-8%	-10%	13%
Cc1ccc(NS(=O)(=O)c2ccc(F)cc2)nc1	-2%	-0.1	-3%	-1	-13%	6%	-3%	-10%

Ten of these compounds, reformatted.
Values in the order: EPAC1 ag	IL-2 act	WRN inhibitor	PI5P4Ka inh	Abeta rescue	FUS yeast rescue	PLK1 PBD block	EPAC1 antagonist
- O=[N+]([O-])c1ccc(SCCc2ccncc2)cc1
→ -7%&1%	-0.5&-3.0	?	?	12%&-3%	13%&-14%	19µM*	-22%&-9%
- C/C(=N/NC(=O)CNC(=O)c1cccnc1)c1ccco1
→ 5%	3.6	-5%	-1	6%	14%	-4%	6%
- COCCCn1c(=S)[nH]c2c(sc3ccccc32)c1=O
→ 13%	-0.3	-4%	-9	8%	-2%	-19%	-6%
- COc1ccc(C2=NN(CCC(=O)NCc3cccs3)C(=O)CC2)cc1
→ 6%	-2.7	2%	2	4%	6%	1%	0%
- Cn1cnc([N+](=O)[O-])c1Oc1cccc(O)c1
→ 5%	-0.2	15%	-1	-29%	.	-8%	-5%
- O=C(NCCNC(=O)c1ccccc1[N+](=O)[O-])c1ccccc1[N+](=O)[O-]
→ -2%	-1.8	-5%	4	-4%	26%	-1%	-16%
- Cc1ccc(Oc2ncccc2C(=O)NCC(=O)O)cc1
→ 7%	1.8	-33%	-26	4%	4%	-11%	1%
- CCc1ccc2c(c1)cc(CN(C(=S)Nc1ccc(Cl)cc1)C1CC1)c1nnnn12
→ 0%	-0.4	11%	.	-4%	9%	-5%	6%
- Cc1cc(C)c(NC(=O)CNC(=O)c2ccc3ncsc3c2)c(C)c1
→ -10%	0.6	3%	-10	-7%	12%	-11%	1%
- Cc1cc(OC(C)C(=O)N2CCN(c3ccc(F)cc3)CC2)c2c(C)cc(=O)oc2c1 (stereo unspecified)
→ 1%	-3.5	-3%	8	11%	10%	1%	-4%

Taken from above:
Under Abeta rescue, CC1CC(C)CN(CCCNC(=O)c2ccc3c(c2)ncn3C2CCCC2)C1 (stereo unspecified) is entered as 16%
Under IL-2 act, COc1ccc(NS(=O)(=O)c2ccc(NS(=O)(=O)c3ccc(C)cc3)cc2)nn1 is entered as 0.8

High-throughput results deposited in PubChem BioAssay by National Center for Advancing Translational Sciences (NCATS).
